ERK EGF block: qHTS Assay for Inhibitors of the ERK Signaling Pathway using a Homogeneous Screening Assay; Stimulation with EGF. actives 0.41% (n = 130,000). HEK293-V1b, EGF-stimulated phospho-ERK AlphaScreen. Potency, µM (titrated, usually from 11.5 µM), for inactives: at the highest dose activity change, negative = inhibition, hits mostly inhibitors; active = well fitted inhibition curve with a large enough effect; inconclusive = small, poorly fitted or top-dose-only effect, or effect the other way;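 note: plate controls were stimulated vehicle wells for no effect and unstimulated vehicle basal for full effect; nearly all actives have a fitted effect of over 55% in size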
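Stably V1b-transfected HEK293 cells; 30 min compound, then EGF 25 nM final for 5 min at 37C; 10 min lysis; phospho-ERK by AlphaScreen after 5 hr beads at room temperature.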
* hit, by the source's call; ? = inconclusive; & = joins results of further samples; [ ] = another dose, or the depositor's remark. Potency is the fitted concentration of half-maximal effect. These rows are one share of the data; the hit share may differ from the screen's.

compound	ERK EGF block
COc1cc(/C=C/C(=O)OCC(=O)Nc2ccc3c(c2)OCCO3)ccc1O	5%
CC1Cc2nc(SCC(=O)Nc3nccs3)n(C)c(=O)c2S1 (centres undefined)	6%
CCC(=O)NNC(=S)NC(=O)c1ccc(C)cc1	-8%
CC(=O)NS(=O)(=O)c1ccc(NC(=O)c2oc3c(Cl)cccc3c2C)cc1	11%[57.5 µM]
O=C(N[C@H]1CCCc2ccccc21)O[C@@H]1C(=O)c2cc(Br)ccc2O[C@H]1c1ccc2c(c1)OCO2	-4%
C/C(=N\Nc1ccc(S(=O)(=O)N2CCOCC2)cc1[N+](=O)[O-])C(C)C	?
Cc1cc(Oc2ccc3ccccc3c2)nc(SCC(=O)c2ccccc2)n1	11%
COc1ccc(-n2c(=S)[nH]c3sc4c(c3c2=O)CCc2ccccc2-4)cc1	8%
O=C(c1ccccc1F)N1CCN(C2CCC(c3ccccc3)CC2)CC1 (centres undefined)	0%
CC(NC(=S)N1CCOCC1)c1ccccc1 (centres undefined)	-11%
Nc1c(C(=O)NC2CC2)sc2nc3c(c(-c4ccco4)c12)CC/C3=C/c1ccco1	6%
CNc1c(N=Cc2cccnc2)c(=O)n(C)c(=O)n1C	-2%
CCC1=C2CC[C@H]3C(=O)N(c4ccccc4)C(=O)[C@H]3[C@H]2[C@@]2(C)C(=NCC(=O)OC)OC(=O)N2C1=O	-1%
CCn1cc(S(=O)(=O)N2CCN(Cc3cccc(Cl)c3)CC2)cn1	3%
COc1ccc(CNC(=O)N2CCN(c3ccc(F)cc3)CC2)cc1Cl	-1%
COc1cc(CNCCN(C)C)ccc1OCc1c(F)cccc1Cl	-3%
CCc1ccc(NC(=O)CSc2nc3ccsc3c(=O)n2CCCCCC(=O)O)cc1	7%
C=CCNC(=O)NC(=O)COC(=O)/C(C#N)=C/c1ccc(OC)cc1	0%
CCOP(=O)(OCC)C(C)(C)NC(=O)Nc1ccc(Cl)c(Cl)c1	7%[57.5 µM]
CC(C)C[C@H](NC(=O)c1nc[nH]c1C(=O)N1CCC(C)CC1)C(=O)OC(C)(C)C	1%[57.5 µM]
CCN(c1ccccc1)S(=O)(=O)c1ccc(OC)c(NC(=O)CN(C)C)c1	-2%
Cc1ccc(S(=O)(=O)/C(=C/Cl)NC(=O)c2ccccc2)cc1	1%
O=C(NCc1ccc2c(c1)OCO2)c1ccc2c(c1)N(Cc1c(F)cccc1Cl)C(=O)CS2	-3%
CC(C)(C)C(=O)Nc1nnc(SCC(=O)NCc2ccco2)s1	-27%
COc1cccc(C(C)NC(=O)Nc2ccccc2Cl)c1 (centres undefined)	0%
Cc1ccc2nc(-c3ccccn3)c(NC3CCCC3)n2c1	-8%
COc1ccc(CCN2CN(S(=O)(=O)c3ccc(OC)cc3)c3nc4ccccc4nc32)cc1	0%
C=CCc1cc(OC)ccc1OCCOCCC(C(=O)OCC)C(=O)OCC	3%
CC(/C=C\c1ccccc1)=C/C(=O)O	-7%[57.5 µM]
CCOC(=O)C1CCN(c2nc(C)cc(C)c2C#N)CC1	-9%
CN(C)S(=O)(=O)NCCNc1ccc(C(F)(F)F)cc1[N+](=O)[O-]	-5%
COc1ccc2[nH]c(C(=O)N(C)c3ccc(F)cc3F)cc2c1	-1%[57.5 µM]
O=C(Nc1ccc(F)c(Cl)c1)N1CCCC1	-2%[57.5 µM]
CC(=O)OC1C[C@]2(C)[C@@H](CC(O)C3[C@]4(C)CCC(O)C(C)[C@@H]4CC[C@]32C)/C1=C(/CCC=C(C)C)C(=O)O (some centres undefined)	0%
O=C(CSc1nc2ccccc2c(=O)n1Cc1ccco1)NCc1ccco1	8%
CCOC(=O)c1[nH]ncc1CN1CCCC(C(=O)c2cccc3ccccc23)C1 (centres undefined)	-13%
COc1ncnc2c1sc1nc(-c3ccccc3)c3c(c12)CCCC3	-3%
CC1(C(=O)OCC(=O)Nc2ccc(C(N)=O)cc2)CC1(Cl)Cl (centres undefined)	4%
CC(=O)c1ccc(-c2ccc(Cn3c(C)nc4cc(N)c(C)nc43)cc2)cc1	9%
O=C(COc1ccccc1)N1CCN(C(=O)c2ccc([N+](=O)[O-])cc2)CC1	-5%
COc1ccc(C2(c3ccc(OC(C)=O)cc3OC(C)=O)CC(c3ccccc3)NC(=S)N2)cc1 (centres undefined)	-2%
O=C(CSc1nnc(SCc2ccccc2Cl)s1)N/N=C/c1ccc(C(=O)O)cc1	9%[57.5 µM]
COc1ccccc1/C=N/NC(=S)NCc1ccco1	9%[57.5 µM]
CC1CCCCN1Cc1ccc(-c2nnn(CC(=O)NC3CCCCC3)n2)cc1 (centres undefined)	2%
O=C(COC(=O)c1ccccn1)Nc1ccc2c(c1)OCO2	1%
Cc1nc(-c2ccc(Cl)cc2)sc1C1(C)CC(c2ccccc2F)=NO1 (centres undefined)	-2%[57.5 µM]
O=C(O)C[C@@H]1NC(=O)[C@H](Cc2ccccc2)NC1=O	2%
Cc1nc(-c2ccncc2)nc(NCCNc2ncccc2C(F)(F)F)c1Cl	-2%[57.5 µM]
COc1ccc(/C(C)=N/NC(=O)OC(C)(C)C)cc1[N+](=O)[O-]	0%[57.5 µM]
O=C(CCc1nc2ccccc2[nH]1)Nc1ccccc1F	-12%[57.5 µM]
CC(C)Oc1cccc(C(=O)C2CCCN(Cc3cnn(C(C)C)c3)C2)c1 (centres undefined)	-5%
COc1ccc(NC(C)C(=O)N/N=C/c2ccccc2OCc2cccc(Br)c2)cc1 (centres undefined)	10%
COc1ccc2c(-c3ccccc3)cc(SCC(=O)N(C)C3CCS(=O)(=O)C3)nc2c1 (centres undefined)	9%
O=C1CC(Sc2ncccc2C(=O)O)C(=O)N1 (centres undefined)	7%
CCNc1nc(NCC)n2c(SC(C(=O)Nc3cc(Cl)cc(Cl)c3)c3ccccc3)nnc2n1 (centres undefined)	2%
Cc1cc[n+](-c2[nH]c(=O)sc2/C=N/NC([S-])=Nc2ccccc2)cc1C	5%
Cc1ccccc1/C=N/n1c(-c2cc(-c3ccccc3)n[nH]2)n[nH]c1=S	?
CC1=C(C)CC(C(=O)NNC(=O)c2csc(C)c2C)C(C(=O)O)C1 (centres undefined)	-1%
COc1ccccc1NC(=O)C/C(C)=N/NC(=O)C12CC3CC(CC(C3)C1)C2	0%[57.5 µM]
CCCCC[n+]1cccc2c3ccccc3ccc21	23%

Ordered by the number under ERK EGF block (smallest number first): some entries from above
SMILES | ERK EGF block
O=C(N[C@H]1CCCc2ccccc21)O[C@@H]1C(=O)c2cc(Br)ccc2O[C@H]1c1ccc2c(c1)OCO2 | -4%
COc1ccc(C2(c3ccc(OC(C)=O)cc3OC(C)=O)CC(c3ccccc3)NC(=S)N2)cc1 (centres undefined) | -2%
Cc1ccc(S(=O)(=O)/C(=C/Cl)NC(=O)c2ccccc2)cc1 | 1%
O=C1CC(Sc2ncccc2C(=O)O)C(=O)N1 (centres undefined) | 7%

Carrying on:
canonical_smiles	ERK EGF block
O=[N+]([O-])c1ccc(N/N=C\c2cccnc2)nc1	0%
Cc1ccnc(NS(=O)(=O)c2ccc(NC(=O)COc3ccccc3)cc2)n1	-1%
Cc1ccc(CNC(=O)Cc2ccc(-n3c(=O)[nH]c4ccsc4c3=O)cc2)cc1	-16%
Cc1ccccc1C(=O)N/N=C1/SCC(=O)N1Cc1ccccc1	-2%
Nc1cc(=O)[nH]c(N2CCN(c3ccccc3)CC2)n1	5%
S=C1NCCNC(=S)NCCOCCOCCN1	2%
Cn1c(=O)c2c(O)c(Cc3ccccc3)c(=O)n(C)c2n(C)c1=O	-2%[57.5 µM]
COc1ccccc1NC(=S)N(Cc1ccco1)Cc1cc2cc(C)c(C)cc2[nH]c1=O	-1%
COc1ccc(NC(=O)CC2(CC(=O)O)CCCC2)cn1	0%
COc1cc(/C=N/NC(=O)C(C)Nc2n[nH]c(=O)[nH]c2=O)cc(OC)c1O (centres undefined)	-2%
CC(Sc1n[nH]c(N)n1)C(=O)Nc1cccc(S(=O)(=O)N2CCOCC2)c1 (centres undefined)	-5%
CCCCN1C(=O)/C(=C/C=C2/C=Cc3ccccc3N2CC)SC1=S	19%
COC(=O)[C@@H]1C[C@H]1[C@@H](NS(=O)(=O)c1ccccc1)c1ccccc1	-6%&5%
COc1ccc(/C(C#N)=C/c2ccccn2)cc1	-1%[57.5 µM]
COc1c(-c2ccc(O)cc2)oc2cc(O)cc(O)c2c1=O	-4%[57.5 µM]
Cc1noc(C)c1COc1ccc(C(=O)O)cc1	1%
O=[N+]([O-])c1cc(-c2nnc(N3CCOCC3)c3ccccc23)ccc1N1CCOCC1	-4%
CCN(CC)S(=O)(=O)c1ccc2oc(C(=O)N3CCc4ccccc4C3)c(C)c2c1	6%
CS(=O)(=O)N1CC2CCCN2c2cc(C(F)(F)F)ccc21 (centres undefined)	-6%
Cc1cccc(C)c1OCC(O)CN1CCCCC1 (centres undefined)	0%
CCC(=O)N=c1sc2ccccc2n1-c1ccccc1	-14%
O=C1/C(=C/c2ccsc2)N2CCC1CC2	26%[57.5 µM]
Cc1nnc(SCc2nnc(-c3cccs3)o2)n1C1CCCCC1	-4%
O=C(/C=C/c1cccc2ccccc12)N1CCOCC1	-12%[57.5 µM]
CCCCNC(=O)Cc1c(OC)ccc2cc(Br)ccc12	3%
COc1cccc(-c2nnc(-c3ccc(C(F)(F)F)cc3)o2)c1OC	3%
CCN1CCCC1CNC(=O)C(=O)Nc1ccccc1 (centres undefined)	-4%
Cn1cccc1C(=O)N1CCC2(CCCN(C(=O)Nc3cccc(C#N)c3)C2)CC1	5%
COC(=O)[C@@H](NC(=O)O[C@H]1C(=O)c2cc(OC)ccc2O[C@@H]1c1ccc(OC)c(Br)c1)C(C)C	2%
O=C(Cn1cnc2ccccc21)Nc1ccc(SC(F)F)cc1	-1%
O=C1CC(C(=O)N(CC2CCCO2)C(C(=O)NC2CCCCC2)c2ccncc2)CS1 (centres undefined)	4%
CCNC(=O)CCc1nc(-c2ccc(C)cc2)no1	-5%[57.5 µM]

Some of the entries so far, as labelled records:
CCn1cc(S(=O)(=O)N2CCN(Cc3cccc(Cl)c3)CC2)cn1
  ERK EGF block: 3%

CC1CCCCN1Cc1ccc(-c2nnn(CC(=O)NC3CCCCC3)n2)cc1 (centres undefined)
  ERK EGF block: 2%

Cc1cccc(C)c1OCC(O)CN1CCCCC1 (centres undefined)
  ERK EGF block: 0%

COc1ccccc1/C=N/NC(=S)NCc1ccco1
  ERK EGF block: 9%[57.5 µM]

The list goes on:
canonical_smiles	ERK EGF block
O=C(O)c1ccc(S(=O)(=O)c2ccc3c(c2)C(=O)N(NC(=O)c2ccc(O)cc2)C3=O)cc1	-12%
CCCCc1ccc(N=N/C(C(=O)Nc2cc(OC)c(NC(C)=O)cc2OC)=C(/C)O)cc1	?
Cc1ccc(NC(=S)c2ccc(N(C)C)cc2)cc1	-15%
CCN(C(=O)c1nn(-c2ccc(OC)cc2)c(=O)c2c1c1ccccc1n2C)c1ccc(OC)cc1	-9%[57.5 µM]
COc1cc2[nH]c(=O)n(Cc3ccc(C(=O)NC4CCN(Cc5ccccc5)CC4)cc3)c(=O)c2cc1OC	4%
O=C(/C=C/C(=O)NCc1cccs1)NCc1cccs1	5%[57.5 µM]
CN(C)S(=O)(=O)c1cccc(NC(=O)c2cncc(Br)c2)c1	4%
COCCCNC(=O)CN(c1cccc(Cl)c1C)S(C)(=O)=O	10%
C[C@H]1[C@H](C)CC[C@]2(C(=O)O)CC[C@]3(C)C(=CC[C@@H]4[C@@]5(C)CC[C@H](O)C(C)(C)[C@@H]5CC[C@]43C)[C@H]12	-2%[57.5 µM]
Cc1ccc(NC(=O)NC(=S)NC(=O)c2ccccc2)cc1	4%
Cc1ccc(SCC(=O)NC(=O)Nc2ccc3c(c2)OCCO3)cc1C	0%
CCOC(=O)Cn1c(=NC(=O)c2ccc([N+](=O)[O-])s2)sc2ccccc21	-3%
Cc1c(CCOC(=O)C23CC4CC(CC(C4)C2)C3)sc[n+]1Cc1ccccc1	3%
COC(C[C@H](O)C[C@@H](O)[C@@H](C)OCc1ccccc1)OC	-8%[57.5 µM]
COc1ccc(CNC(=O)C2CCCN2CCc2ccccc2)cc1OC (centres undefined)	-10%
COc1cc(Cl)c(C)cc1NC(=O)CSc1ccc(NC(C)=O)cc1	-2%
O=C(CN1CCOCC1)NNC(=S)Nc1ccccc1	46%
CC1(C)CC(C)(c2ccc(O)cc2O)N(c2ccc3ccccc3c2)C(=S)N1 (centres undefined)	1%
CCOc1ccc(C(=O)NC(=S)Nc2cccc(NC(=O)c3ccco3)c2)cc1[N+](=O)[O-]	0%
CCOC(=O)N1CCN(C(=O)/C(=C/c2cccs2)NC(=O)c2cccs2)CC1	27%
COc1cc(C=C2C(=O)c3ccccc3C2=O)cc(OC)c1OC	0%
O=C(NCCO)c1ccc2[nH]c3ccccc3c2c1	3%[57.5 µM]
CC(=O)N1CCC2(CCN(Cc3ccc(C#N)cc3)CC2)CC1	5%
C=CCOC(=O)C1=C(C)N=C2SCCC(=O)N2C1/C=C/c1ccccc1 (centres undefined)	2%

Screening results (PubChem BioAssay)
